# Ub-GFP proteasome: Ubiquitin-GFP Assay; Ubiquitin-GFP reporter cells, proteasome inhibition, GFP fluorescence; response scale: untreated = 0%, 10 µM MG-132 = 100%; 67,000 tested, under 10 active; Potency, µM (highest dose often 45.9 µM), for the others: top-dose activation (GFP accumulation), hits mostly activators; AID 526, 2006; active = well fitted activation curve with a large enough effect, not every such curve was filed as active; inconclusive = small, poorly fitted or top-dose-only effect, or another doubt; inactive = no such curve, though single readings can be large or run the other way; also: potency is read from the fitted curve at half-maximal effect
#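 Proteasome block read as GFP accumulation: ubiquitin(G76V)-GFP U2OS cells exposed to compound (2.9 nM–46 uM) for 4 hr at 37 C. Normalization used untreated cells as 0% and 10 uM MG-132 as 100%; concentration-response curves fitted.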
# BRCT inh green: qHTS Assay for Inhibitors of BRCT-Phosphoprotein Interaction (Green Fluorophore); Breast cancer type 1 susceptibility protein (Homo sapiens), P38398; BRCA1 BRCT-phosphopeptide binding, green fluorescence polarization; Potency, µM (highest dose often 76.9 µM), for inactives: top-dose activity change, negative = inhibition, actives largely listed as inhibitors; 0.05% of 75,000 active; AID 875, 2007;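 also: potency is read from the fitted curve at half-maximal effect; plate controls were peptide without protein for full effect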
#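 Fluorescence polarization: His-tagged BRCT (~35 kDa BRCA1 C-terminus, 250 nM) bound to 100 nM fluorescein-labeled phosphorylated 10-aa BACH1 peptide, pH 7.3 phosphate buffer with DTT and Tween 20. Compounds incubated 12 min at room temperature; inhibition read as lowered polarization.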
# GFP derepression: qHTS Assay for Epigenetic Modulators; 0.09% of 68,000 active; mouse C127i GFP locus derepression, cytometry, 30 h; Potency, µM (doses to about 46.1 µM), for inactives: at the highest dose GFP derepression (activation); also: % of control where 0% means no effect
#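 Read-out is the number of GFP-positive cells, scored as fluorescent objects 20 to 120 um wide, reflecting derepression of a silenced CMV-GFP reporter in murine C127i cells after 30 h compound exposure at 37 C.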
# Casp7 inh: qHTS Assay for Allosteric/Competitive Inhibitors of Caspase-7; P55210; Potency, µM (series often up to 57.5 µM), without a hit: top-dose activity change, negative = inhibition, usual class: inhibitors; 0.02% of 75,000 active; recombinant caspase-7, Ac-DEVD-AFC fluorescence rate; active = well fitted inhibition curve with a large enough effect in the main read-out, with a control signal flat, not every such curve was filed as active; inconclusive = small, poorly fitted or top-dose-only effect, or a change in a side signal; also: potency is read from the fitted curve at half-maximal effect; % of control where 0% means no effect
# BRCT inh red: qHTS Assay for Inhibitors of BRCT-Phosphoprotein Interaction (Red Fluorophore) | Breast cancer type 1 susceptibility protein (Homo sapiens), P38398 | BRCT-phosphopeptide binding, red fluorescence polarization | Potency, µM (top dose mostly 76.9 µM), for inactives: at the top dose activity change, negative = inhibition, most hits filed as inhibitors | 0.03% of 75,000 active | AID 892, 2007; also: % is scaled to controls: 0 for no effect and ±100 for the full control effect
#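 Rhodamine-labelled pBACH1 10-mer (100 nM) bound to BRCT domain (100 nM) at pH 7.3; compounds incubated 12 min room temperature, polarization read. Free peptide defines full inhibition; unlabelled decapeptide titrated as control.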
# USP2a inh: qHTS Assay for Inhibitors of Ubiquitin-specific Protease USP2a. Ubiquitin carboxyl-terminal hydrolase 2 (Homo sapiens), O75604. USP2a enzymatic assay, qHTS inhibition. Potency, µM (series often up to 38.3 µM), for the others: top-dose activity change, negative = inhibition, actives largely listed as inhibitors. 0.1% of 60,000 active. AID 927, 2007;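 also: potency is read from the fitted curve at half-maximal effect; nearly all actives have a fitted effect of over 60% in size; plate controls were DMSO for no effect and NEM full inhibition control for full effect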
#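 USP2 core (20nM final) preincubated 30 min RT with compound, then Ub-PLA2 20nM and NBD C6-HPC 20uM final added; buffer 20mM Tris-HCl pH 8.0, 2mM CaCl2. Fluorescence Ex 460/Em 535 read at 0 and 2.5 h; normalized to NEM.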
# 4-MU autofl: qHTS Assay for Spectroscopic Profiling in 4-MU Spectral Region; compound autofluorescence, 340/450 nm, 4-MU equivalents; active compounds read high; max dye-equivalent concentration, M; 11% of 59,000 active; in the data active = max dye-equivalent concentration above about 10 nM; inconclusive = mostly about 1.1 nM to 9.6 nM
#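 Compounds in 100 mM Tris, pH 8.0, incubated 15 min at room temperature, then fluorescence read at 340 nm excitation/450 nm emission. Signal converted to 4-MU dye-equivalent concentration using an on-plate six-point 4-MU standard curve.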
# HEK293 cAMP cs: qHTS Assay for Agonists of the Thyroid Stimulating Hormone Receptor: Activators of Intracellular cAMP Concentrations in Parental HEK 293. parental HEK293 CNG cAMP sensor, membrane potential fluorescence. Potency, µM (top dose mostly 57.1 µM), inactives show at the highest dose activation, actives largely listed as activators. 2.5% of 73,000 active. AID 938, 2007; also: potency is read from the fitted curve at half-maximal effect; % of control where 0% means no effect; nearly all actives have a fitted effect of over 55% in size
#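 Parental HEK 293 cells stably expressing a cAMP-gated CNG channel were loaded with membrane potential dye containing 100 uM RO 20-1724 for 60 min. Compound added for 30 min; depolarization read as fluorescence intensity at 590 nm.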
# Fluorescein fluor: qHTS Assay for Spectroscopic Profiling in Fluorescein Spectral Region | max fluorescein-equivalent concentration, M | 0.91% of 59,000 active | Compound autofluorescence, 480/540 nm, fluorescein-equivalent; active compounds read high | AID 593, 2007; in the data active = max fluorescein-equivalent concentration above about 10 nM; inconclusive = between about 1.1 nM and that limit
#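 Library compounds, added at multiple concentrations to pH 8.0 Tris buffer (100 mM), incubate 15 min at room temperature before CCD imaging at 480 nm excitation and 540 nm emission.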
# A350 fluor: qHTS Assay for Spectroscopic Profiling in A350 Spectral Region; Compound autofluorescence, 340/450 nm, Alexa 350 dye-equivalents; active compounds read high; max dye-equivalent concentration, M; 11% of 59,000 active; AID 590, 2007; in the data active = max dye-equivalent concentration above about 10 nM; inconclusive = mostly about 1.1 nM to 9.6 nM
# Casp1 inh: qHTS Assay for Allosteric/Competitive Inhibitors of Caspase-1 | AID 900, 2007 | P29466 | 0.03% of 75,000 active | Caspase-1 enzyme, Ac-WEHD-AFC fluorogenic rate | Potency, µM (top dose mostly 57.5 µM), for inactives: at the highest dose activity change, negative = inhibition, usual class: inhibitors;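 also: potency is read from the fitted curve at half-maximal effect; plate controls were vehicle for no effect and no substrate for full effect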
# Starred values were filed as active, the others as inactive; i = inactive; u = inconclusive; x = no result given; [ ] = remark or other dose. Unless noted, calls follow the shape of the dose curve; as a rule, active = well fitted curve in the direction sought with a large enough effect; inconclusive = small, poorly fitted or top-dose-only effect, or another doubt; inactive = no such curve, though single readings can be large; an effect the other way counts as inactive or inconclusive.
# Value order – Ub-GFP proteasome, BRCT inh green, GFP derepression, Casp7 inh, BRCT inh red, USP2a inh, 4-MU autofl, HEK293 cAMP cs, Fluorescein fluor, A350 fluor, Casp1 inh
> O=C(Nc1ccc(-c2nc3cccnc3s2)cc1)c1ccc(Br)o1
→ -3%, 6.0%, x, -21%, -1.5%, x, x, 0%, x, x, u
> CC1CCN(C(=O)c2ccc(C(=O)N3CCC(C)CC3)cc2)CC1
→ 0%, -1.3%, 0%, -2%, 0.6%, -2%, i, 6%, i, i, 0%
> O=C(Nc1cccc(NC(=O)c2cccnc2)c1)c1cccnc1
→ 5%, 0.4%, 1%, -1%, -1.8%, -2%, i, 0%, i, i, -1%
> CCC(NC(=O)c1ccccc1NC(=O)c1ccco1)C(=O)NC1CCCCC1 (stereo not drawn)
→ -13%, -1.2%, -2%, -3%, -1.4%, 3%, x, 26%, x, x, -17%
> COc1cccc(C2=NOC(C(=O)N3CCN(C(=O)c4ccco4)CC3)C2)c1 (stereo not drawn)
→ 0%, -1.8%, x, 2%, 1.7%, x, x, 3%, x, x, -9%
> O=C(CN1C(=O)c2ccccc2C1=O)NC1(C(=O)O)CCCC1
→ 13%[9.17 µM], -2.2%[15.4 µM], -1%[9.22 µM], 1%[11.5 µM], -0.5%[15.4 µM], x, 4.8e-08M*, 11%[11.4 µM], i, 2.8e-08M*, 1%[11.5 µM]
> Cc1nc2ccccc2c(=O)n1/N=C/c1ccc(N(C)C)cc1
→ 2%, -2.5%, -2%, -2%, 0.2%, 3%, u, 1%, u, u, -2%
> O=C(CN1C(=O)NC2NC(=O)NC21)NC1CCCCC1 (stereo not drawn)
→ -4%, -0.7%, 2%, 1%, -0.6%, -4%, i, 6%, i, i, 1%
> CCn1c(COc2cccc3cccnc23)nnc1SCC(=O)O
→ -1%, 0.5%, -2%, 0%, -2.0%, x, x, 17%, x, x, -3%
> O=[N+]([O-])c1cc(Cl)c(Cl)c(Cl)c1Cl
→ x, -2.3%, x, 1%, 1.1%, x, x, 22%, x, x, -4%
> Cc1cc(C)n(C/C=C/Cn2nc(C)cc2C)n1
→ 9%, -5.1%, 0%, 0%, -0.1%, 2%, i, 4%, i, i, 0%
> COc1cc2c(C#N)c(N3CCCCC3)nc(N)c2c(N)n1
→ 3%, 0.1%, 0%, -27%, 0.5%, 15%, 2e-07M*, -15%, u, 3.2e-07M*, u
> CNc1nc(N2CCc3ccccc32)ncc1F
→ 7%, -1.2%, -3%, -1%, 0.2%, -25%, i, -5%, i, i, -1%
> COc1ccccc1-c1nc(SCC(=O)O)n[nH]1
→ 0%, -0.5%, 2%, 0%, -1.7%, -6%, i, 2%, i, i, -1%
> CCC/C=C/C1C(=O)C2OC2C2(OCC(CC)(CC)CO2)C1CO (stereo not drawn)
→ x, -1.3%[15.4 µM], x, -1%[11.5 µM], 0.8%[15.4 µM], x, x, -3%[11.4 µM], x, x, -1%[11.5 µM]
> CCC1S/C(=C(\C#N)C(=O)NCc2ccco2)N(c2ccc(Br)cc2)C1=O (stereo not drawn)
→ x, 22%, 4%, -9%, -0.2%, 48%[activator], i, 4%, u, i, -10%
> COC(=O)C(C)C1Sc2ccccc2NC1=O (stereo not drawn)
→ -4%, -2.6%, -2%, 2%, -3.9%, -1%, i, 18%, u, i, -1%
> COc1cccc(OCC(O)CN2CC(C)CC(C)C2)c1 (stereo not drawn)
→ 3%, -0.2%, 0%, -1%, -1.0%, 9%, i, 19%, i, i, 1%
> COc1ccc(N2CCN(C3CC(=O)N(Cc4ccc(N5CCCC5=O)cc4)C3=O)CC2)cc1 (stereo not drawn)
→ x, -1.2%, x, 0%, -0.1%, x, x, 7%, x, x, -2%
> Cc1ccc(S(=O)(=O)N2CCCC2C(=O)Nc2nccs2)cc1 (stereo not drawn)
→ -6%, -0.9%, 1%, 0%, -3.1%, -3%, x, u, x, x, -1%
> O=C(O)CSCCc1ccccn1
→ 22%, 0.0%, 0%, 1%, 1.1%, x, x, 6%, x, x, 3%
> N[C@@](CC(=O)O)(Cc1ccccc1)C(=O)O
→ -3%[9.17 µM], 0.1%[15.4 µM], 3%[9.22 µM], 2%[11.5 µM], -1.9%[15.4 µM], x, i, 1%[11.4 µM], i, i, 0%[11.5 µM]
> CC1CN(C(=O)c2cc3cc(Cl)cc(Cl)c3oc2=O)CC(C)O1 (stereo not drawn)
→ 2%, 0.8%, -1%, 1%[0.00368 µM], 0.7%, -5%, u, 4%, u, u, -1%
> CC12C(=O)N(n3cnnc3)C(=O)C1C1C=CC2C1 (stereo not drawn)
→ 5%, -0.5%, 6%, 1%, 0.9%, 1%, i, -3%, u, i, 1%
> Cc1cccc2c(=O)c(C(=O)N3CCCCCC3)c[nH]c12
→ 0%, -2.7%, 1%, 7%, 0.5%, -14%, i, 1%, i, u, 0%
> CCOC(=O)N/N=C1/C[C@@H](O)[C@@H](O)[C@@H]2[C@@H]3C(=O)N(C(C)(C)C)C(=O)[C@H]3CC[C@@H]12
→ x, -1.4%[15.4 µM], x, -1%[11.5 µM], -1.6%[15.4 µM], x, x, 0%[11.4 µM], x, x, 0%[11.5 µM]
> CCOc1ccc(NC(=O)c2ccccc2CO)cc1
→ 3%, -1.3%, -1%, 2%, 1.3%, -2%, i, 5%, i, i, 3%
> COc1ccc(F)cc1S(=O)(=O)N1CCN(Cc2ccc3c(c2)OCO3)CC1
→ -2%, 0.7%, 4%, -3%, -3.0%, -11%, i, 3%, i, i, -1%
> COc1ccc(Cn2c(CCC(=O)N3CCN(c4ccccn4)CC3)nc3ncccc3c2=O)cc1
→ x, -1.4%, x, -3%, -0.4%, x, x, u, x, x, -3%
> O=C(NCc1ccco1)C(c1cccs1)N(C(=O)Cc1cccs1)c1ccccc1 (stereo not drawn)
→ -1%, 3.7%, 4%, 0%, -0.4%, x, i, 13µM*, i, i, -4%
> O=C(COC(=O)c1ccc(Oc2ccccc2)cc1)Nc1nnc(-c2ccccc2)o1
→ 1%, 0.1%, 1%, -10%, 1.0%, 35%[activator], i, u, u, i, -3%
> CCCC1=C(C(=O)OCC)C(c2ccccc2OCC)NC(=O)N1C (stereo not drawn)
→ 7%, 4.7%, 8%, -1%, -1.3%, -3%, x, 22%, x, x, 0%
> CC1(C)N=C(N)N=C(N)N1c1cccc(CSc2ccccc2)c1
→ -8%[9.17 µM], -0.8%[15.4 µM], 9%[9.22 µM], -3%[11.5 µM], 2.5%[15.4 µM], x, 2.2e-08M*, -6%[11.4 µM], u, 2.6e-08M*, 3%[11.5 µM]
> Fc1ccc(C2=Nn3c(nnc3-c3n[nH]c4c3CCC4)SC2)cc1
→ x, 2.4%, 0%, 0%, -3.1%, 12%, i, u, u, i, 1%
> CCOC(=O)c1cc(=O)cc(C(=O)OCC)o1
→ -3%, -0.1%, 2%, 0%, 0.5%, 4%, i, 0%, u, i, -2%
> COC(=O)N1CCN(c2ccc(Cl)c(Cl)c2)CC1
→ 0%, -1.0%, 3%, -1%, -0.4%, 1%, i, 18%, i, i, -2%
> CC(=O)OC[C@@H]1O[C@H](CCON=C(C)C)C=C[C@@H]1OC(C)=O
→ x, 0.1%[15.4 µM], x, 2%[11.5 µM], 1.9%[15.4 µM], x, x, 8%[11.4 µM], x, x, -2%[11.5 µM]
> Cn1c(=O)cc(SCC(=O)N2CCCC2)c2cc(Cl)ccc21
→ 3%, -2.6%, -1%, 2%, -0.4%, 2%, u, 0%, i, 1.2e-08M*, 1%
> Cc1nnc2n1NC(c1ccc(Cl)cc1)C(C(=O)N(C)C1CCCCC1)S2 (stereo not drawn)
→ 3%, -0.3%, 2%, 0%, -0.4%, 14%, i, 10%, i, i, 2%
> Cc1noc(C)c1-c1cc(Nc2ccccc2)ncn1
→ 0%, -4.6%, 0%[9.22 µM], -1%, -1.5%, -5%, i, 12%, u, i, -2%
> COc1cccc(C(=O)N2CCN=C2SCc2cccnc2)c1OC
→ -3%, 0.3%, -6%, -1%, 0.8%, x, x, 4%, x, x, -1%
> COc1ccc(Cn2c(=O)sc3ccccc32)cc1OC
→ -1%, -0.4%, 0%, 5%, -1.1%, -3%, i, 44%, u, i, -6%
> O=C(NCc1ccco1)C1(c2ccccc2)CCCC1
→ -3%, -2.3%, -3%, -2%, -0.5%, -1%, i, u, u, i, 1%
> O=C(Nc1ccc(S(=O)(=O)Nc2nccs2)cc1)C1CCCCC1
→ u, -2.7%, -2%, 0%, -1.6%, -1%, x, 6%, x, x, 0%
> CCn1c(COc2ccc(C)cc2)nnc1SCC(=O)C(C)(C)C
→ -4%, -0.3%, -2%, 1%, -1.2%, 10%, 9.7e-08M*, 11%, i, 8.5e-08M*, 0%

# Not all compounds are listed (hit frequency here may not be typical).
